EPAC1 ag: activates human EPAC1 exchange factor | Potency, µM (highest dose often 154 µM), without a hit: at the highest dose activation, usual class: activators | AID 720707 | EPAC1 agonist qHTS, biochemical assay; response scale: 100% = response to 6.5 mM cAMP | 360,000 compounds, 0.073% hits | O95398; also: nearly all actives have a fitted effect of over 60% in size
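EPAC1 100 nM, Rap1B–BODIPY-GDP 250 nM, unlabeled GDP 50 uM; compound titration; 5 min RT; kinetic read ex480/em540 at 5-min intervals ×30 min; data normalized to 6.5 mM cAMP agonist control.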
EPAC1 antagonist: EPAC1 (human) antagonism; O95398; EPAC1 GEF assay, Rap1b-BODIPY-GDP exchange fluorescence; Potency, µM (highest dose often 115 µM), without a hit: at the top dose activity change, negative = inhibition, actives largely listed as inhibitors; 360,000 compounds, 0.14% hits;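 also: plate controls were vehicle for no effect and positive control for full effect; nearly all actives have a fitted effect of over 50% in size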
EPAC2 ag: EPAC2 (human) agonism. Q8WZA2. Potency, µM (doses to about 154 µM), for inactives: at the top dose activation, usual class: activators. EPAC2 activation, biochemical qHTS; response scale: 100% = 6.5 mM cAMP response. AID 720711. 360,000 compounds, 0.079% hits; also: nearly all actives have a fitted effect of over 50% in size
Target sequence (Q8WZA2 whole entry, looked up): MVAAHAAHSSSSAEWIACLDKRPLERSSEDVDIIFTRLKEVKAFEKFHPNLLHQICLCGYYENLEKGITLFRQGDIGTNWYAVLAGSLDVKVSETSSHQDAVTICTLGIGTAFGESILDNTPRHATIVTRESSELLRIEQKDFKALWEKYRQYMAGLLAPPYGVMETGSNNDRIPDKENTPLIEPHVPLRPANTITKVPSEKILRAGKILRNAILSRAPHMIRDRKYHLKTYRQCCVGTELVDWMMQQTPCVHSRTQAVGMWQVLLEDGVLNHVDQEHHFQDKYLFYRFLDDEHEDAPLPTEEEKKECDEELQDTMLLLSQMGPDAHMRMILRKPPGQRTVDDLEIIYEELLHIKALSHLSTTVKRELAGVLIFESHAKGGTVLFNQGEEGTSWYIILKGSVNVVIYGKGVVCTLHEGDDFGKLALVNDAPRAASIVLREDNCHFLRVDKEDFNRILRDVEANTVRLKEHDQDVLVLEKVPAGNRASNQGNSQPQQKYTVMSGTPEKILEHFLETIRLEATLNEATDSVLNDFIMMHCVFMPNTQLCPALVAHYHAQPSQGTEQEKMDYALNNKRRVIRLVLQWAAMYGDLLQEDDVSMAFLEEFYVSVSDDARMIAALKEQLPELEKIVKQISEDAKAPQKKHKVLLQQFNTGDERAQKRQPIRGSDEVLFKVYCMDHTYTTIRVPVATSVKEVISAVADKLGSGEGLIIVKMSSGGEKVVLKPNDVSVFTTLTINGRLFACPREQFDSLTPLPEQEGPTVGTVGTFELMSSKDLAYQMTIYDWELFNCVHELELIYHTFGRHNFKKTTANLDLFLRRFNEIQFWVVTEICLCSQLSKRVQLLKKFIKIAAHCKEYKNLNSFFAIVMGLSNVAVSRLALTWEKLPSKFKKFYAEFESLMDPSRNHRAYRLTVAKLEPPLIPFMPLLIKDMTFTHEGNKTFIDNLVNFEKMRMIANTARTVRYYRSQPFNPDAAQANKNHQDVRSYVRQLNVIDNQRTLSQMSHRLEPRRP
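Compounds were added across a concentration range to EPAC2 (100 nM), RAP1B-BODIPY-GDP (250 nM) and GDP (50 uM). After 5 min at room temperature, fluorescence was recorded at 5-min intervals for 30 min.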
EPAC2 antag: blocks human EPAC2 exchange factor; Q8WZA2; EPAC2 GEF exchange of Rap1B-BODIPY-GDP, fluorescence; Potency, µM (doses to about 114 µM), for the others: at the highest dose activity, negative = inhibition, most hits filed as inhibitors; 360,000 compounds, 0.18% hits; also: % is scaled to controls: 0 for no effect and ±100 for the full control effect; nearly all actives have a fitted effect of over 45% in size; many of its hits are not listed in these tables
TDP43 rescue: TDP-43 toxicity inhibition in yeast; TDP-43 expressing yeast growth rescue, BacTiter-Glo, 24 h; Potency, µM (highest dose often 46.1 µM), without a hit: top-dose growth rescue (activation), usual class: activators; 410,000 compounds, 1.8% hits; AID 652104; also: % of control where 0% means no effect; nearly all actives have a fitted effect of over 50% in size
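Growth rescue of TDP-43-toxic yeast measured as ATP luminescence (BacTiter-Glo). Cells grown to mid-log in raffinose, induced in galactose at OD600=0.02, exposed to compound 24 hr at 30 deg C.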
FUS yeast rescue: suppressors of FUS proteinopathy in yeast. AID 1347120. Potency, µM (titrated, usually from 76.6 µM), without a hit: at the highest dose growth rescue (activation), actives largely listed as activators. 390,000 compounds, 0.24% hits. S. cerevisiae FUS-expressing, growth rescue, OD600, 24 h;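 also: plate controls were DMSO vehicle for no effect and reference control for full effect; nearly all actives have a fitted effect of over 55% in size; some results filed as inactive show a strong effect at the top dose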
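S. cerevisiae expressing FUS from galactose induction served as the toxicity model. Growth after 24hr at 30C, read as absorbance at 600 nm, indicates suppression of toxicity; compounds dosed at several concentrations.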
aSyn yeast inh: alpha-synuclein toxicity inhibition in yeast; Yeast expressing alpha-synuclein, growth rescue, BacTiter-Glo, 24 h; Potency, µM (series often up to 46.1 µM), for the others: top-dose growth rescue (activation), most hits filed as activators; 370,000 compounds, 0.14% hits; AID 652106; also: % of control where 0% means no effect; nearly all actives have a fitted effect of over 65% in size
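Readout is rescue of growth in alpha-synuclein-expressing yeast, so inhibitors of toxicity appear as activators. Growth after 24 hr at 30 deg C in galactose medium is quantified by luminescence.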
PTHR1 ag: PTHR1 (human) receptor agonism | Q03431 | HEK293 GP2 PTHR1 cells, GloSensor cAMP luminescence, 1 h | Potency, µM (highest dose often 115 µM), inactives show at the highest dose activation, most hits filed as activators | 410,000 compounds, 0.075% hits; also: nearly all actives have a fitted effect of over 55% in size; some results filed as inactive show a strong effect at the top dose; inactives centre near -15; many of its hits are not listed in these tables
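HEK-293-derived GP2 cells expressing PTHR1 and a GloSensor cAMP reporter, 3,000/well, plated overnight, given luciferin plus IBMX (each 0.5 mM as added) for 1 h at 37 °C, then compound for 1 h at 37 °C. Luminescence was read after 15 min at room temperature.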
Active calls of the source: *; i = inactive; ? = inconclusive; / = no result given; & = joins results of further samples; [ ] = another dose, or the depositor's remark. Calls follow the shape of the dose curve; as a rule, active = well fitted curve in the direction sought with a large enough effect; inconclusive = small, poorly fitted or top-dose-only effect, or another doubt; inactive = no such curve, though single readings can be large; an effect the other way counts as inactive or inconclusive. Potency is read from the fitted curve at half-maximal effect. These rows are one share of the data. The share of hits here may be higher or lower than overall.

SMILES	EPAC1 ag	EPAC1 antagonist	EPAC2 ag	EPAC2 antag	TDP43 rescue	FUS yeast rescue	aSyn yeast inh	PTHR1 ag
CC(C)COc1ccc(C(=O)N(Cc2ccco2)C2CCS(=O)(=O)C2)cc1 (centres undefined)	-9%	-3%	-1%	10%	12%	37%	8%	-8%[57.5 µM]
Cc1nn(-c2ccc(N3CCOCC3)nn2)c(C)c1CCC(=O)NCc1ccc(F)cc1	-1%	0%	3%	1%	7%&-4%	12%&-5%	-1%	-15%&0%
S=C(c1ccc(-c2ccc(Br)cc2)o1)N1CCOCC1	22%	-20%	14%	7%	-6%	37%	-4%	-95%[inhibitor]
Cc1ccc(OCCC(=O)OCC(=O)NC(=O)NC2CCCC2)cc1	-4%	-8%	8%	-3%	5%	20%	0%	i
COC(=O)CNC(=O)c1ccccc1C	-1%	9%	-5%	22%	-11%	-7%	-7%	i
CCC(=O)NCc1ccc(-c2nc3ncccc3o2)cc1	17%	9%	10%	-1%	19%	-10%	0%	-22%
O=C(C[n+]1cccc(/C=N/O)c1)NC(=O)Nc1ccccc1	21%	-10%	6%	11%	18%	-6%	/	-15%
Cc1ccc(N(CC(O)CN2CCCCC2)S(=O)(=O)c2ccccc2)cc1 (centres undefined)	10%	-25%	3%	23%	-3%	11%	-4%	i
O=C(CSc1nnc(-c2ccncc2)o1)Nc1ccccc1C(F)(F)F	-24%	0%	0%	24%	-19%	4%	-3%	-9%
CC(=O)c1cccc(NC(=O)CN(C2CCCCC2)S(C)(=O)=O)c1	-7%	7%	-4%	21%	-2%	-16%	-11%	i
CCCCC(=O)N(C)c1c(CC)nc2c(OCCC3CCCCC3)cccn12	-1%	-6%	4%	-24%	-2%	20%	6%	i
O=C(CCC(=O)Nc1ccccc1)NNC(=O)COc1ccccc1	2%	-4%	-4%	8%	7%	/	-2%	i
O=c1c(C(c2ccccc2)c2c(O)nc3n(c2=O)CCS3)c(O)nc2n1CCS2	3%	8%	0%	-3%	18%	13%	5%	-16%
COc1ccc(Cc2nnc(SCC(=O)c3cccc([N+](=O)[O-])c3)n2C)cc1	3%	3%	7%	4%	-18%	18%	2%	-8%[57.5 µM]
CCN(CC(=O)NCc1ccc(Cl)cc1)C(=O)c1cc(S(=O)(=O)NCc2ccccc2)ccc1C	11%	-19%	-7%	-8%	20%	/	3%	-34%[inhibitor]
Cc1ccccc1C(=O)c1cccn1CC(=O)NCCCN1CC(C)CC(C)C1 (centres undefined)	-7%	-6%	-8%	-3%	-12%	-9%	3%	-16%
Cc1nccn1Cc1ccccc1	-5%	17%	6%	1%	0%	-44%	0%	i
CN1CCN(c2ccc(NC(=O)c3ccc4c(c3)OCCO4)cc2)CC1	6%	-33%	5%	0%	1%	5%	-2%	i
CCCCN1C(=O)CCC(C(=O)O)C1c1ccc(OC)cc1 (centres undefined)	-9%	-3%	2%	11%	-1%	20%	-25%	-4%
C=CCn1c(=S)[nH]c2ccc(Br)cc2c1=O	-6%	10%	-9%	6%	6%	-2%	4%	-5%[57.5 µM]
CCCS(=O)(=O)c1c(S(=O)(=O)CCC)c2c3ccccc3ccn2c1C(=O)OC	-6%	-1%	-19%	1%	14%	?	5%	i
COc1cc(OC)cc(C(=O)Nc2ncn[nH]2)c1	1%	0%	3%	2%	-21%	-16%	4%	i
COc1cccc(NC(=O)C2CCCCC2)c1	1%	-1%	-2%	-26%	15%	21%	2%	i
CCn1cc(C(=O)N2CCN(c3ccccn3)CC2)c2cc(OC)c(OC)cc2c1=O	-3%	3%	2%	9%	3%	19%	-3%	-12%[57.5 µM]
c1cncc(-c2cnc3ccccc3c2)c1	-10%	12%	-3%	3%	16%	-21%	7%	i
CNC[C@H]1Oc2cc(Br)ccc2S(=O)(=O)N([C@@H](C)CO)C[C@H]1C	-7%	4%	11%	7%	13%	-14%	-5%	-12%
COc1cc(CN(C)CC2CCCN(CCc3ccccc3F)C2)cc(Cl)c1OC (centres undefined)	0%	?	1%	-1%	/	6%	1%	i
Nc1ccccc1-c1nnn(CC(=O)Nc2ccc3c(c2)OCCO3)n1	-7%	3%	6%	1%	-4%	10%	-2%	i
Cn1c(SCc2cc(=O)[nH]c3ccccc23)nnc1-c1ccc(Br)cc1	0%	-5%	3%	1%	1%	-2%	3%	-16%
O=C(CCCSc1nc2ccccc2[nH]1)NCc1ccccc1F	-2%	1%	6%	2%	0%	7%	-1%	-23%
CCOC(=O)c1sc(NC(=O)COC(=O)Cn2cnc3ccccc32)c(C(=O)OCC)c1C	-3%	3%	-19%	12%	-12%	14%	-5%	-24%
O=C(CSc1ncn[nH]1)c1ccco1	2%	14%	-4%	18%	-7%	14%	-3%	i
CCN(CC)C(=O)c1cn(CCC#N)nc1-c1ccc2c(c1)OCCO2	-3%	1%	3%	3%	-11%[0.397 µM]	14%	0%	0%
COc1ccc(Oc2nc(C)cc(C)c2C#N)cc1	4%	7%	7%	6%	16%	4%	-2%	i
Cc1cccc(N2CCN(C(=O)C3CCN(S(=O)(=O)N4CCOCC4)CC3)CC2)c1C	7%	0%	-2%	-5%	8%	?	8%	-28%
COC(=O)/C=C1\N/C(=N\c2nc(C)cc(C)n2)N(c2ccc(Cl)cc2)C1=O	4%	8%	14%	-2%	-6%	23%	-2%	-10%
O=C(O)CCCCCNc1nc(=S)[nH]c2ccccc12	10%	-5%	0%	-3%[57.1 µM]	0%	11%	5%	5%[57.5 µM]
N#CC(C#N)=NNc1ccc2cn[nH]c2c1	-2%	-25%	-1%	-27%	3%	14%	-7%	-94%[inhibitor]
COc1cccc(C(=O)NN2c3ccccc3CCc3ccccc32)c1	3%	-14%	6%	8%	15%	/	-13%	-15%
COc1ccc(OC)c(CNC(=O)C2CCC(=O)N2C(C)C)c1 (centres undefined)	9%	-2%	1%	2%	-1%	-19%	1%	-23%
O=C(C1CCCN(S(=O)(=O)c2cnc[nH]2)C1)N(CCc1ccccc1)Cc1ccccc1 (centres undefined)	-13%	-7%	4%	3%	?	14%	4%	i
CC1(C(=O)NS(=O)(=O)c2ccc(F)cc2F)CCN1C(=O)CC(c1ccccc1)c1ccccc1 (centres undefined)	-2%	-3%	1%	-9%	10%	18%	-1%	i
Cc1ccc(C2CC(=O)N(c3ccc(F)cc3)C3=C2C(=O)CCC3)cc1 (centres undefined)	-3%	9%	-6%	8%	-7%	14%	-9%	-1%
Cc1ccc(C)c(N2CCN(CC3CC=CCC3)CC2)c1 (centres undefined)	4%	6%	9%	1%	-20%	1%	2%	i
Cc1c(/C=C/C(=O)c2ccccc2)cnn1C	7%	-5%	10%	2%	21%	-19%	3%	-23%
COc1ccc(-c2noc(CN(C)Cc3ccccc3)n2)cc1	12%	-17%	11%	-13%	28%	-4%	0%	-30%
CCOC(=O)c1c(C)[nH]c(C(=O)CSc2nc3ccccc3o2)c1C	5%	3%	2%	-4%	1%	9%	-2%	i
CCCCCNc1nc(N2CCCC2)c2c(c1C#N)CCN(C)C2	-1%	15%	0%	-2%	-20%	25%	-7%	-23%

In a second layout: results already given
compound: COc1cccc(C(=O)NN2c3ccccc3CCc3ccccc32)c1
  EPAC1 ag = 3% | EPAC1 antagonist = -14% | EPAC2 ag = 6% | EPAC2 antag = 8% | TDP43 rescue = 15% | FUS yeast rescue = / | aSyn yeast inh = -13% | PTHR1 ag = -15%
compound: COc1ccc(OC)c(CNC(=O)C2CCC(=O)N2C(C)C)c1 (centres undefined)
  EPAC1 ag = 9% | EPAC1 antagonist = -2% | EPAC2 ag = 1% | EPAC2 antag = 2% | TDP43 rescue = -1% | FUS yeast rescue = -19% | aSyn yeast inh = 1% | PTHR1 ag = -23%

The listing continues:
SMILES	EPAC1 ag	EPAC1 antagonist	EPAC2 ag	EPAC2 antag	TDP43 rescue	FUS yeast rescue	aSyn yeast inh	PTHR1 ag
Cc1c(N(C(=O)c2cc(=O)[nH]c3ccccc23)C(C)C)c(=O)n(-c2ccccc2)n1C	10%	-1%	6%	6%	-8%	3%	1%	i
CCN(CC)CCn1c2ccccc2c2cnc(N=CN(C)C)c(C#N)c21	-5%	-8%	2%	12%	7%	11%	1%	i
COc1cc(OC)c(NC(=O)c2cc3ccccc3cc2O)cc1Cl	11%	-6%	3%	-14%	?	/	-12%	-50%[inhibitor]
COc1ccc(-n2c(=O)[nH]c3c(C(N)=O)nc(C4CCCCC4)nc32)cc1	-11%	-9%	-10%	-8%[57.1 µM]	13%	-7%	3%	-8%
CCN(CC(=O)Nc1c(F)cccc1F)C(=O)Cc1ccccc1	-6%	4%	9%	12%	-1%	-24%	-7%	i
CCN(CC)C(=O)CSc1nc(O)cc(=O)n1C	12%	-5%	12%	0%	4%	16%	-4%	i
CC(=O)Nc1nn(C)c2nc(C)cc(C)c12	-2%	-13%	-6%	9%	1%	-10%	2%	i
CCOC(=O)C1=CNS(=O)(=O)NC1c1ccc(C)cc1 (centres undefined)	-2%	-1%	1%	-4%	15%	-20%	4%	-16%
COc1ccc(C2CC(c3ccc(OC)c(OC)c3)=NN2S(C)(=O)=O)cc1 (centres undefined)	3%	-6%	5%	2%	6%	10%	2%	-40%[inhibitor]
COc1cccc(C2CC(C(F)(F)F)n3ncc(C(=O)Nc4c(C)n(C)n(-c5ccccc5)c4=O)c3N2)c1 (centres undefined)	10%	2%	6%	-10%	-12%	?	-2%	i
CCOc1ccc(CCNC(=O)CSc2nc3ncc(Cl)cc3[nH]2)cc1OCC	0%	-24%	-7%	20%	-8%	30%	1%	-20%
Cc1onc(-c2ccccc2)c1C(=O)NNC(=S)NC(=O)c1ccc(F)cc1	11%	0%	6%	4%	13%	/	9%	-4%
CCn1c(C(C)NC(=O)c2cccc(C)c2)nc2ccccc21 (centres undefined)	-7%	3%	13%	6%	0%	-15%	0%	i
Cc1ccc(NS(=O)(=O)c2c(C)[nH]c(C)c2C(=O)N2CCCCC2)c(Br)c1	15%	-26%	-2%	3%	5%	-7%	0%	i
N/C(Cc1ccc(Cl)cc1)=N\OC(=O)CCc1ccccc1	-10%	0%	7%	-23%	-92%[inhibitor]	-45%	-80%[inhibitor]	-18%
Cc1ccccc1CN(c1ccc(C(=O)NCc2ccccn2)cc1)S(C)(=O)=O	9%	-2%	5%	-2%	-2%	-12%	-4%	i

Source: PubChem (National Center for Advancing Translational Sciences (NCATS))
